Screening data: PubChem, several laboratories
GSK3 alpha inh: inhibitors of human GSK-3 alpha kinase; P49840; ADP-Glo luminescence, 60 min; inhibition, % at 10 µM; actives 0.1% (n = 320,000); AID 2650;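 in the data active means inhibition above about 50%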;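 further: GST-tagged GSK-3 alpha with peptide substrate and 25 µM ATP; 0% = DMSO neutral wells and 100% = GW8510 positive control wells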
Target sequence (P49840 whole entry, looked up): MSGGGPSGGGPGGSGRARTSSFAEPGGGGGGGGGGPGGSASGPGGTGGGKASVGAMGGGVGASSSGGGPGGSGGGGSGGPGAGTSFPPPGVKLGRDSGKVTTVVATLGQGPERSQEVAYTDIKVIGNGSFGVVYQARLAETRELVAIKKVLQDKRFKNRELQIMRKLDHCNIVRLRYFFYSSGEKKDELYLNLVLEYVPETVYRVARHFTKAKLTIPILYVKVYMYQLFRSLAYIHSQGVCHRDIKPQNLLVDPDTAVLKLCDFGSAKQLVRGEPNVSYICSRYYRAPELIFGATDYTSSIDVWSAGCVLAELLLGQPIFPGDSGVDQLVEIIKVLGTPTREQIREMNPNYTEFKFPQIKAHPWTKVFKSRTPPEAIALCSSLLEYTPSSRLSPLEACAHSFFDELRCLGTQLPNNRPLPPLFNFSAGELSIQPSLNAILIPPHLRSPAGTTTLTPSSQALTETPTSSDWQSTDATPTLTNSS
HDAC3 inhib: inhibitors of human histone deacetylase 3. recombinant HDAC3, fluorogenic peptide/trypsin coupled, fluorescence. actives 0.15% (n = 320,000). O15379. inhibition, % at 8.3 µM; in the data active means inhibition above about 26%, passing the limit was not always enough; inconclusive means no clear call, values can overlap the other calls
KCNK3 inh: human KCNK3 channel inhibition, primary screen; O14649; CHO-KCNK3 thallium flux, FluxOR fluorescence; hits give low values; actives 0.84% (n = 340,000); B-score at 10 µM;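 active means B-score under library mean minus 4 SD, starting fluorescence ratio at most library mean plus 5 SD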;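 further: more negative B-score means stronger inhibition of thallium flux through KCNK3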
Target sequence (O14649 whole entry, looked up): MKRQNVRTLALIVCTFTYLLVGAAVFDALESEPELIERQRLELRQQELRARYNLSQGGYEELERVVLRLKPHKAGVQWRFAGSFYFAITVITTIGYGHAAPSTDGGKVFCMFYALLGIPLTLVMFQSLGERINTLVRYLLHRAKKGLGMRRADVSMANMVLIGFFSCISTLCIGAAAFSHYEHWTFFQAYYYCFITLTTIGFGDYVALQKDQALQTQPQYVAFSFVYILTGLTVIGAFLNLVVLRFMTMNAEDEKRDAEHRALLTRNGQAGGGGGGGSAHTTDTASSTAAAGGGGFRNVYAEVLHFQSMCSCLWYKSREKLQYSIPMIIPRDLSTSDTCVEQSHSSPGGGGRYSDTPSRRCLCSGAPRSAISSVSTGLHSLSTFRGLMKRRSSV
Dyrk1A ADPGlo: inhibitors of rat Dyrk1A kinase; Q63470; ADP-Glo luminescence, NFATc1 peptide; inhibition, % at 12.5 µM; actives 0.43% (n = 310,000); in the data active means inhibition above about 50%;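 further: plate controls were vehicle with enzyme for no effect and no enzyme for full effect; many of its hits are not listed in these tables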
Numbers without * were called inactive; i = inactive; u = inconclusive. The list is partial; rates above refer to the full screens.

Compound	GSK3 alpha inh	HDAC3 inhib	KCNK3 inh	Dyrk1A ADPGlo
COc1ccc(C2=CN(Cc3ccccc3)CCC2=O)cc1	-1	3	i	-5
O=C(NCc1ccc(F)cc1)C1CC(=O)N(C2CCCC2)C1 (configuration not stated)	-5	-6	i	-3
Cc1cnc(C(=O)OCC(=O)Nc2sc3c(c2C(N)=O)CCCC3)cn1	1	0	i	0
CC(C)NC(=O)N(C)C[C@H]1Oc2ccc(NC(=O)c3ccncc3)cc2C(=O)N([C@H](C)CO)C[C@@H]1C	1	11	i	9
Cc1cc(=O)oc2cc(OCC(=O)N3CCOCC3)c(Cl)cc12	-4	-35	i	5
CC(C)=C[C@@H]1C[C@H](C)[C@H]2CC[C@H](C)c3c(O)c(O)c(C)c1c32	2	7	i	10
CCOC(=O)CN[C@H]1CCC2C3CC=C4C[C@@H](O)CC[C@]4(C)C3CC[C@@]21C (some centres not stated)	-1	-1	i	-3
O=C(NCc1cc(C(F)(F)F)ccc1Cl)c1cccc2c1C(=O)c1ccc(N3CCOCC3)cc1S2(=O)=O	3	1	i	4
COc1cccc(NC(=O)C(C)OC(=O)c2n[nH]c3ccccc23)c1 (configuration not stated)	-8	-1	i	7
COc1ccc(C(=O)OCC(=O)c2ccc3[nH]c(=O)[nH]c3c2)c(OC)c1OC	-1	-13	i	2
C[C@@H]1COC(=O)[C@H](CC(=O)OC(C)(C)C)C/C=C\C[C@H](CC(=O)N(CCO)Cc2ccccc2)C(=O)N1	3	-2	i	9
COc1ccc(CCNC(=O)CN2C(=O)NC3(CCCCC3C)C2=O)cc1 (configuration not stated)	-4	1	i	-3
Cc1cc(C)c(S(=O)(=O)N2CCN(C(=O)CCOc3ccccc3C)CC2)c(C)c1	1	9	i	-2
COCCNC(=O)c1cc(-c2ccccc2C)n(CC2CC(c3cccc([N+](=O)[O-])c3)=NO2)n1 (configuration not stated)	0	3	i	2
CC(C)(C)OC(=O)C[C@H]1C/C=C\C[C@H](CC(=O)NCCO)C(=O)N[C@@H](Cc2ccccc2)COC1=O	-3	-1	i	3
O=C(CNS(=O)(=O)c1ccc(Cl)cc1)N1CCN(c2ccc(F)cc2)CC1	0	1	i	-2
O=C(COC(=O)c1cc(-c2ccccc2)nc2ccccc12)NC1CC1	1	9	i	2
Cc1nc(SCC(=O)N(C)C2CCS(=O)(=O)C2)c(C#N)c(C)c1C (configuration not stated)	-3	-1	i	-11
Cc1ccc(OCCC(=O)Nc2ccc(C)c(S(=O)(=O)N3CCOCC3)c2)cc1	-2	6	i	2
COC(=O)c1c(C)[nH]c(C(=O)C(C)OC(=O)C2CC(=O)N(CCc3ccccc3)C2)c1C (configuration not stated)	-2	4	i	8
CCN1C(=O)[C@H]2[C@@H](c3ccc(-c4ccc(OC)cc4)c(OC)c3)N[C@@](CC(C)C)(C(=O)OC)[C@H]2C1=O	-17	-2	i	2
CCC(C(=O)N(C(C)C)C(C)C)c1ccccc1 (configuration not stated)	-3	-3	i	-1
C=CCN1CCCC1CNC(=O)c1cc2[nH]nnc2cc1OC (configuration not stated)	0	-2	i	-7
CC(=O)Nn1cnc2c(c1=O)C1(CCCC1)Cc1ccccc1-2	1	1	i	4
O=C(COc1ccccc1Cl)NNC(=O)c1ccc(-n2cncn2)c([N+](=O)[O-])c1	-1	1	i	-4
CS(=O)(=O)c1ccc2nc(NC(=O)CCNC(=O)c3ccccc3Cl)sc2c1	-1	-1	i	10
Cc1ccc(S(=O)(=O)N2[C@@H](c3ccc(F)cc3)C(C(=O)O)=CC[C@H]2c2ccc3c(c2)OCO3)cc1	-1	-2	i	4
O=C(O)/C(=C\c1ccc(C(F)(F)F)cc1)c1ccc(S(=O)(=O)N2CCCC2)s1	-2	u	i	1
O=C(COC(=O)C1CC2CCCC(C1)C2=O)NC(=O)c1ccccc1 (configuration not stated)	1	9	i	0
CC1CCCCC12NC(=O)N(CC(=O)OCC(=O)N(C)C1CCCCC1)C2=O (configuration not stated)	-2	2	i	-6
O=S(=O)(Nc1cccc(S(=O)(=O)N2CCCC2)c1)c1cccs1	-3	3	i	-4
O=C(O)c1cc(S(=O)(=O)N2CCCCC2)ccc1N1CCCCC1	0	9	i	2
CCCCN(C(=O)c1ccc(-c2ccc([N+](=O)[O-])cc2)o1)c1c(N)n(CC(C)C)c(=O)[nH]c1=O	-1	-6	i	2
Cc1nc(SCc2ccc(Br)cc2)[nH]c(=O)c1C	1	-5	i	-7
C/C(=C(\C#N)C(=O)NC1CCCCC1)N(C)C	2	2	i	10
O=C(COC(=O)COc1ccc(Cl)cc1)NCCCc1ccccc1	-9	2	i	5
COc1ccc2c(c1)CCc1c-2n[nH]c1C(=O)O	-3	-1	i	59*
CCc1nc2ccc(C(=O)N(C)CC(=O)Nc3ccccc3C(F)(F)F)cc2nc1CC	1	1	i	2
C[C@H](CO)N1C[C@H](C)[C@@H](CN(C)C(=O)Nc2ccc(C(F)(F)F)cc2)Oc2c(NC(=O)Nc3ccccc3)cccc2C1=O	-1	8	i	-7
Cc1cccc(C)c1NC(=O)c1ccc(N2CCCC2=O)cc1	-2	-2	i	-4
C[C@H](CO)N1C[C@H](C)[C@H](CN(C)S(=O)(=O)c2cn(C)cn2)Oc2ccc(NC(=O)Nc3ccc(C(F)(F)F)cc3)cc2CC1=O	-1	13	i	-1
CNc1snc(C)c1C(=O)OCC(=O)c1ccc(Cl)cc1	-1	0	i	1
COc1cc(C)cc(OC)c1OCC(=O)Nc1cc(C)on1	2	-6	i	-1
C#CCOCCOCCOCCNc1nc(N2CCN(C(=O)Cn3cc(CCCN=C(N)N)nn3)CC2)nc(N2CCN(C(=O)[C@H](CCCCN)n3cc(CCC(=O)O)nn3)CC2)n1	-4	0	i	-3
CCCNC(=O)C(Cc1ccccc1)NC(=O)c1ccc(C(C)(C)C)cc1 (configuration not stated)	-1	-1	i	5
N/C(=N\OC(=O)COc1ccccc1Cl)c1ccccn1	1	6	i	1
CCOC(=O)c1nc(C(=O)NCc2ccc(C)cc2)nc2ccccc12	-2	-4	i	3
Cc1cccc(CCN2C(N(C)C)=NC[C@@H]2CC(C)C)c1	-1	4	i	1

Among those listed so far, these contain a nitro group on carbon:
Compound	GSK3 alpha inh	HDAC3 inhib	KCNK3 inh	Dyrk1A ADPGlo
COCCNC(=O)c1cc(-c2ccccc2C)n(CC2CC(c3cccc([N+](=O)[O-])c3)=NO2)n1 (configuration not stated)	0	3	i	2
O=C(COc1ccccc1Cl)NNC(=O)c1ccc(-n2cncn2)c([N+](=O)[O-])c1	-1	1	i	-4
CCCCN(C(=O)c1ccc(-c2ccc([N+](=O)[O-])cc2)o1)c1c(N)n(CC(C)C)c(=O)[nH]c1=O	-1	-6	i	2

(list continues)
Compound	GSK3 alpha inh	HDAC3 inhib	KCNK3 inh	Dyrk1A ADPGlo
O=C(Cn1ccc2ccccc2c1=O)NCCC(=O)N1CCN(C(=O)c2ccco2)CC1	-2	0	i	-2
O=C(NC1CC1)c1cccc(S(=O)(=O)N2CCOCC2)c1	-2	-4	i	5
COCCNC(=O)c1cn(C)c2ccc(S(=O)(=O)N(C)C3CCCCC3)cc2c1=O	-1	-16	i	13
COc1ccc(NC(=O)c2cccc(S(=O)(=O)NCc3ccccc3)c2)cc1S(N)(=O)=O	-2	-4	i	-5
Cc1ccc(S(=O)(=O)N2CCCCC2)cc1C(=O)N1CCCCCC1	0	-15	i	5
O=C(NCc1ccc2c(c1)OCO2)c1cc2ncc(Br)cn2n1	0	3	i	-1
COc1ccccc1C(=O)NC(=O)COC(=O)CNC(=O)c1ccccc1F	0	-4	i	1
C#CCCc1ccccc1/C=[N+](/C)[O-]	-3	5	i	-6
CCOC(=O)C1=C(C)NC(C)=C(C(=O)OCC)C1C(=O)OCC(=O)NCc1ccccc1	3	-5	i	-3
O=C(CN1CCN(c2ccc(F)cc2)CC1)N(C1CCCC1)C1CCS(=O)(=O)C1 (configuration not stated)	0	-8	i	10
CN(CC(=O)Nc1ccccc1Cl)C(=O)c1ccc(Cl)c(S(=O)(=O)N2CCCCCC2)c1	-3	-4	i	-1
CC(C)(C)OC(=O)C[C@@H]1C/C=C\C[C@H](CC(=O)N(CCO)Cc2ccccc2)C(=O)NC[C@@H](c2ccccc2)OC1=O	1	3	i	5
CC1CCCC(NC(=O)COC(=O)c2ccc3ncsc3c2)C1C (configuration not stated)	-1	-5	i	-2
O=C(Oc1cccc2c(=O)[nH]ccc12)c1ccccc1	0	-2	i	0
COC(=O)C1=C(C)N(Cc2ccccc2)C(=NCCCCO)N[C@H]1c1cccc(C(F)(F)F)c1	-1	11	i	3
O=C(CNC(=O)c1ccc(Cl)cc1)OCCN1C(=O)c2ccccc2C1=O	0	-1	i	4
Cc1ccc(C)c(NC(=O)COC(=O)c2ccc[n+]([O-])c2)c1	4	3	i	0
CC(C)(C)OC(=O)N1CCC(C(=O)Nc2cccc(C(=O)N3CCOCC3)c2)CC1	0	5	i	-6
O=C(CSc1nc2[nH]c(=O)cc(O)c2s1)Nc1ccc(Br)cc1	-6	3	i	2
Cc1ccccc1C(=O)Nc1cc(C(F)(F)F)ccc1-n1cncn1	-3	2	i	-6
Cc1nn(C)c(C)c1CN(C)S(=O)(=O)c1ccc2ccccc2c1	1	10	i	-4
COCC(C)n1c(SCC(=O)Nc2sccc2C(N)=O)nc2ccccc2c1=O (configuration not stated)	-2	-2	i	-2
COc1cc(OC)cc(-c2c(C#Cc3ccsc3)c3cc(-c4ccc(OC)nc4)ccc3n2C)c1	10	4	i	-6
CNC(=O)c1cccc(NC(=O)c2cc(-c3ccccc3)nc3c2cnn3C(C)C)c1	-1	19	i	3

Some of the entries so far, with two lines to a compound.
The line under a structure holds: GSK3 alpha inh | HDAC3 inhib | KCNK3 inh | Dyrk1A ADPGlo
CC(C)(C)OC(=O)N1CCC(C(=O)Nc2cccc(C(=O)N3CCOCC3)c2)CC1
  0 | 5 | i | -6
O=C(CSc1nc2[nH]c(=O)cc(O)c2s1)Nc1ccc(Br)cc1
  -6 | 3 | i | 2

Next structures follow:
Compound	GSK3 alpha inh	HDAC3 inhib	KCNK3 inh	Dyrk1A ADPGlo
O=C(COC(=O)/C=C/c1cccc([N+](=O)[O-])c1)Nc1cccnc1Cl	0	-2	i	-2
CC(C)C(=O)Nc1cc(S(=O)(=O)N2CCOCC2)ccc1N1CCCCC1	-1	0	i	7
Cc1ccc(S(=O)(=O)C2(C(=O)Nc3nccs3)CC2)cc1	-2	1	i	-1
CCOc1cc(/C=N/NC(=O)c2ccccc2OCc2ccc(F)cc2)ccc1O	-1	13	i	3
Nc1cccc(CP(=O)(c2ccccc2)c2ccccc2)c1	-1	1	i	-4
CCOC(=O)C1CCN(C(=O)C(CCSC)NC(=O)c2ccccc2OC)CC1 (configuration not stated)	4	-5	i	4
O=C(COC(=O)/C=C/c1ccccc1)NCc1cccs1	-1	3	i	6
O=C(NCCCn1ccnc1)C1CCN(S(=O)(=O)c2cc([N+](=O)[O-])ccc2Cl)CC1	0	1	i	3
Cc1cc(C)c(NC(=O)CNC(=O)c2ccccc2SCC(=O)N2CCCC2)c(C)c1	0	3	i	-1
COc1ccc(NC(=O)CN(C)CC(=O)N2CC(=O)Nc3ccccc32)cc1	-2	1	i	4
O=C1C=C(c2ccc(Br)c3ccccc23)C[C@@H](c2ccc3c(c2)OCO3)C1	1	1	i	-1
O=C(CCNC(=O)c1ccccc1Cl)NN=Cc1ccccc1[N+](=O)[O-]	0	-1	i	0
O=C(O)Cc1ccc(S(=O)(=O)N2CCCC2)s1	0	-3	i	-7
Cc1n[nH]c(C)c1S(=O)(=O)N(C)Cc1ccco1	-1	-2	i	6
O=C1NC(=S)S/C1=C\c1ccc(SCc2ccco2)o1	11	8	i	73*
CCC(=O)N1CCc2cc(S(=O)(=O)NCCC(=O)N3CCN(c4ccccn4)CC3)ccc21	-1	-7	i	-2
COc1ccc(/C=N/NC(=O)CNS(=O)(=O)c2ccccc2)cc1	-5	4	i	0
CC1CCCCN1C(=S)NC(=O)c1ccco1 (configuration not stated)	2	-3	i	-5
Cc1ccc(C)c(NC(=O)COC(=O)CNC(=O)C2CCCCC2)c1	0	-6	i	9
Cc1ccc(S(=O)(=O)NC(=O)c2cccc(N(C)C)c2)cc1	3	-8	i	-8
C[C@H](CO)N1C[C@H](C)[C@@H](CN(C)C(=O)Nc2ccccc2)Oc2c(NS(=O)(=O)c3cn(C)cn3)cccc2C1=O	4	0	i	0
COc1cccc(CNCC(=O)NC(=O)NC2CCCC2)c1	-1	2	i	-5
Cc1cc(Cl)ccc1NC(=O)CCN1C(=O)NC(C)(C)C1=O	-2	-5	i	-5
CN1CCN(C(=O)C2CCN(S(=O)(=O)c3ccc4c(c3)oc(=O)n4C)CC2)CC1	3	-2	i	1
COc1cc(OC)cc(-c2cc3cc(F)ccc3cn2)c1	-1	-7	i	9
CC(C(=O)Nc1nc(-c2ccc(F)c(F)c2)cs1)N1C(=O)C2CC=CCC2C1=O (configuration not stated)	-2	-6	i	4
COc1ccc(C(=O)COC(=O)c2cc(=O)c3ccccc3o2)cc1	-2	-3	i	7
